Bioassay records (PubChem BioAssay)
inhibitors of VEEV: inhibitors of VEEV TC-83 cytopathic effect, confirmation, Vero cells (AID 588727); hit rate 0.13% among 350,000; inhibition, % at 20 µM; hits with a dose series show IC50 in µM; Vero cells, VEEV TC-83 cytopathic effect inhibition; higher % means a stronger effect; in the data active = a potency from the dose series; inconclusive = inhibition mostly from about 14% at the one dose, without a potency; inactive = the rest, 99 in 100 with inhibition below about 12%; also: strong numbers were not always called active
H37Rv inhibition: M. tuberculosis growth inhibition, HTS (AID 449762) | M. tuberculosis H37Rv growth inhibition, 7H9 media; higher % means a stronger effect | one-dose inhibition, % at 25 µM; IC50 in µM for titrated hits | hit rate 0.59% among 330,000; in the data active = a potency from the dose series; inconclusive = inhibition above about 70% without an active follow-up result;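 also: bacterial growth assessed after seven days of incubation; strong numbers were not always called active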
tuberculosis growth: growth inhibition of non-replicating M. tuberculosis (AID 488890). one-dose inhibition, % at 25 µM; IC50 in µM for titrated hits. hit rate 0.39% among 320,000. Mycobacterium tuberculosis non-replicating, growth inhibition; higher % means a stronger effect; in the data active = a potency from the dose series; inconclusive = inhibition mostly from about 82% at the one dose, without a potency; inactive = the rest, 99 in 100 with inhibition below about 76%;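 also: plate controls were DMSO cells for no effect and high antibiotic wells for full effect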
influenza NS1A: H1N1 influenza NS1A inhibitors, functional cell based assay (AID 504329). hit rate 0.3% among 340,000. NS1A functional cell-based assay, percent inhibition; higher % means a stronger effect. inhibition, % at 12.5 µM, or IC50 in µM where a hit was titrated; in the data active = a potency from the dose series; inconclusive = inhibition above about 27% without an active follow-up result; also: strong numbers were not always called active
PhoP GFP inhibition: PhoP regulon inhibitors, Salmonella typhi PhoP promoter GFP reporter, confirmatory (AID 1850) | hit rate 0.33% among 310,000 | Salmonella Typhi PhoP-promoter GFP reporter, fluorescence, 4 h; higher % means a stronger effect | one-dose inhibition, % at 50 µM; IC50 in µM for titrated hits; in the data active = a potency from the dose series; inconclusive = inhibition mostly from about 25% at the one dose, without a potency; inactive = the rest, 99 in 100 with inhibition below about 19%;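 also: 0% = induced wells with vehicle and 100% = uninduced wells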
inhibitors of VEEV 10K pilot screen: second read-out of inhibitors of VEEV, no call of its own (marks repeat the call); inhibition, %; measured here: 10K pilot screen inhibition
The depositor's hits bear a star.

Results for O=C(NCCN1CCCC1)c1cc(-c2ccncc2)nc2ccc(S(=O)(=O)N3CCOCC3)cc12 ?
inhibitors of VEEV: 0.6%; H37Rv inhibition: 5.2%; tuberculosis growth: -2.6%; influenza NS1A: 3.7%; PhoP GFP inhibition: -9.8%

Results for CCCOc1c(Br)cc(C(=O)OCC(=O)NC2CC2)cc1OC ?
inhibitors of VEEV: 0.9%; H37Rv inhibition: 9.7%; tuberculosis growth: 9.6%; influenza NS1A: -4.8%; PhoP GFP inhibition: 5.8%

What do the screens show for `CCOC(=O)CN1N=C(/C=C/c2ccc(C)cc2)CCC1=O`?
inhibitors of VEEV: 0.9%; H37Rv inhibition: -2.8%; tuberculosis growth: -11.3%; influenza NS1A: 0.9%; PhoP GFP inhibition: 3.0%

How did CN(CC(=O)O/N=C(\N)c1ccc([N+](=O)[O-])cc1)S(=O)(=O)c1ccccc1 do in these assays?
inhibitors of VEEV: 5.1%; H37Rv inhibition: -0.2%; tuberculosis growth: -9.5%; influenza NS1A: 5.7%; PhoP GFP inhibition: -3.7%

How did COC(=O)Cc1ccc(NC(=S)NC2CC2)cc1 do in these assays?
inhibitors of VEEV: 1.1%; H37Rv inhibition: -10.1%; tuberculosis growth: 33.6%; influenza NS1A: 6.6%; PhoP GFP inhibition: -0.8%

How did FC(F)Oc1ccc(C2N=C(c3ccccc3)NO2)cc1 (stereo unspecified) do in these assays?
inhibitors of VEEV: inactive; H37Rv inhibition: 10.0%; tuberculosis growth: inconclusive; influenza NS1A: -1.1%; PhoP GFP inhibition: 6.7%

Results for CCOc1cc(C(=O)N2CCC(CC3CC(c4cccc(Br)c4)=NO3)(C(=O)NCC3CCCCC3)CC2)cc(OCC)c1OCC (stereo unspecified) ?
inhibitors of VEEV: inactive; H37Rv inhibition: 3.7%; tuberculosis growth: 25.5%; influenza NS1A: 10.9%; PhoP GFP inhibition: -1.5%

How did O=C(NCCCn1ccnc1)c1cc(S(=O)(=O)N2CCOCC2)ccc1F do in these assays?
inhibitors of VEEV: 2.1%; H37Rv inhibition: -2.1%; tuberculosis growth: 5.6%; influenza NS1A: 1.0%; PhoP GFP inhibition: -5.0%

What do the screens show for `COc1cccc(N2CCN(Cc3ccco3)CC2)c1`?
inhibitors of VEEV: 0.2%; H37Rv inhibition: -2.3%; tuberculosis growth: -0.7%; influenza NS1A: -3.2%; PhoP GFP inhibition: -2.1%

Results for CC(=O)c1cccc(CN2CCN(C3CCCC3)C(CCO)C2)c1 (stereo unspecified) ?
inhibitors of VEEV: 1.5%; H37Rv inhibition: -8.8%; tuberculosis growth: 4.2%; influenza NS1A: 1.7%; PhoP GFP inhibition: 26.0%

Results for CCC(C)NC(=O)C1CCC(CNS(=O)(=O)c2ccc3c(c2)N(C(C)=O)CCO3)CC1 (stereo unspecified) ?
inhibitors of VEEV: inactive; H37Rv inhibition: 2.8%; tuberculosis growth: -4.8%; influenza NS1A: 1.5%; PhoP GFP inhibition: 5.6%

Results for O=C(NCCC(=O)N(Cc1ccco1)Cc1cccs1)c1ccc([N+](=O)[O-])cc1 ?
inhibitors of VEEV: 6.3%; influenza NS1A: 14.0%

Results for CC(C)(C)c1cc(=O)[nH]c(SCc2ccccc2)n1 ?
inhibitors of VEEV: 4.3%; H37Rv inhibition: 15.8%; tuberculosis growth: -12.9%; influenza NS1A: -17.8%; PhoP GFP inhibition: -0.2%; inhibitors of VEEV 10K pilot screen: 3.3

What do the screens show for `CSc1ncc(CN2CCN(CCC(C)C)C(CCO)C2)cn1` (stereo unspecified)?
inhibitors of VEEV: inactive; H37Rv inhibition: 2.7%; tuberculosis growth: 14.7%; influenza NS1A: 10.7%; PhoP GFP inhibition: -1.1%

Results for CC(C)[C@H]1COCCS(=O)(=O)N1Cc1ccccc1F ?
inhibitors of VEEV: 0.2%; H37Rv inhibition: -10.9%; tuberculosis growth: -0.8%; influenza NS1A: -24.8%; PhoP GFP inhibition: 5.8%

What do the screens show for `COC(=O)c1ccc(OCc2nn[nH]n2)cc1`?
inhibitors of VEEV: 0.1%; H37Rv inhibition: 2.6%; tuberculosis growth: -4.1%; influenza NS1A: -4.8%; PhoP GFP inhibition: -0.7%

Results for COC(=O)C1=C(O)/C(=C\c2ccc(CNS(=O)(=O)c3ccc(Cl)cc3)o2)N=C1C ?
inhibitors of VEEV: inactive; H37Rv inhibition: 2.2%; tuberculosis growth: -11.2%; influenza NS1A: -3.0%; PhoP GFP inhibition: -10.4%

What do the screens show for `Cc1sc(NC(=O)c2ccco2)c(CN2CCN(Cc3ccccc3)CC2)c1C`?
inhibitors of VEEV: 12.8%; H37Rv inhibition: inconclusive; tuberculosis growth: 9.7%; influenza NS1A: 1.6%; PhoP GFP inhibition: 12.4%

What do the screens show for `COc1ccc(NC(=O)CSc2nc3c(sc4ccccc43)c(=O)n2CCCN2CCCC2)cc1`?
inhibitors of VEEV: inactive; H37Rv inhibition: 10.0%; tuberculosis growth: 67.7%; influenza NS1A: 5.4%; PhoP GFP inhibition: -0.4%

Results for CCCC(=O)Nc1cc(-c2cn3cccnc3n2)ccc1OC ?
inhibitors of VEEV: inactive; influenza NS1A: 0.7%; PhoP GFP inhibition: -5.2%

Results for COc1cc(-c2ncc3ccccn23)cc(OC)c1OC ?
inhibitors of VEEV: 10.9%; H37Rv inhibition: 6.5%; tuberculosis growth: 2.5%; influenza NS1A: -3.2%; PhoP GFP inhibition: 0.1%

Results for Cc1ccccc1OCC(=O)N(Cc1nnc(-c2ccc(Cl)cc2)o1)C(C)C ?
inhibitors of VEEV: 6.8%; H37Rv inhibition: 1.1%; tuberculosis growth: 41.9%; influenza NS1A: -2.5%

Results for O=C(c1ccco1)N1N=C(c2ccncc2)CC1(O)C(F)(F)F (stereo unspecified) ?
inhibitors of VEEV: 0.6%; H37Rv inhibition: -0.9%; influenza NS1A: -18.8%; PhoP GFP inhibition: -8.3%

How did Cc1ccc(C(=O)OCC(=O)N2CCc3ccccc32)cc1 do in these assays?
inhibitors of VEEV: 2.9%; H37Rv inhibition: -5.3%; tuberculosis growth: 13.6%; influenza NS1A: 1.6%; PhoP GFP inhibition: 6.1%

Brought forward from above: 2 compounds, then new ones.
Results for O=C(c1ccco1)N1N=C(c2ccncc2)CC1(O)C(F)(F)F (stereo unspecified) ?
inhibitors of VEEV: 0.6%; H37Rv inhibition: -0.9%; influenza NS1A: -18.8%; PhoP GFP inhibition: -8.3%

How did Cc1ccc(C(=O)OCC(=O)N2CCc3ccccc32)cc1 do in these assays?
inhibitors of VEEV: 2.9%; H37Rv inhibition: -5.3%; tuberculosis growth: 13.6%; influenza NS1A: 1.6%; PhoP GFP inhibition: 6.1%

What do the screens show for `O=C(c1ccccc1)n1ccc2ccccc21`?
inhibitors of VEEV: 9.2%; H37Rv inhibition: -6.5%; tuberculosis growth: 7.6%; influenza NS1A: -4.3%; PhoP GFP inhibition: 0.1%

What do the screens show for `Cc1cc(C)n2nc(SCc3cc(=O)oc4cc(C)c(C)cc34)nc2n1`?
H37Rv inhibition: 3.2%; tuberculosis growth: -1.2%; PhoP GFP inhibition: -5.1%

Results for O=C(Cn1nnc(-c2cc(C(F)(F)F)cc(C(F)(F)F)c2)n1)NNC(=S)Nc1ccc(Cl)cc1 ?
inhibitors of VEEV: 2.7%; H37Rv inhibition: -8.4%; tuberculosis growth: -8.5%; influenza NS1A: -16.1%; PhoP GFP inhibition: 12.1%

What do the screens show for `CCc1c(C)nc2nc(SCc3ccccc3)[nH]n2c1=O`?
inhibitors of VEEV: 0.7%; H37Rv inhibition: 8.8%; tuberculosis growth: 13.0%; influenza NS1A: -5.3%; PhoP GFP inhibition: 1.9%

How did Nc1nc(N2CCN(c3ccccc3)CC2)n[nH]1 do in these assays?
inhibitors of VEEV: 2.3%; H37Rv inhibition: 1.2%; tuberculosis growth: -6.6%; influenza NS1A: 1.7%; PhoP GFP inhibition: -10.6%

Results for NC(=O)CC[C@H](NC(=O)c1ccc(F)cc1)C(=O)N1CCN(Cc2ccc3c(c2)OCO3)CC1 ?
inhibitors of VEEV: 2.5%; H37Rv inhibition: -0.9%; tuberculosis growth: -9.4%; influenza NS1A: -0.6%

How did CC(CC(=O)O)CC(=O)Nc1cccc([N+](=O)[O-])c1 (stereo unspecified) do in these assays?
inhibitors of VEEV: 0.5%; H37Rv inhibition: -1.4%; tuberculosis growth: -1.2%; influenza NS1A: -4.4%; PhoP GFP inhibition: -4.1%

What do the screens show for `CC(NC(=O)c1ccc(F)cc1)c1ccccc1` (stereo unspecified)?
inhibitors of VEEV: 1.6%; H37Rv inhibition: 7.7%; tuberculosis growth: 75.7%; influenza NS1A: 2.7%; PhoP GFP inhibition: 1.2%

What do the screens show for `CC(C)(C)c1ccc(S(=O)(=O)N2CCC(c3nc4ccc(Cl)cc4[nH]3)CC2)cc1`?
inhibitors of VEEV: 2.5%; H37Rv inhibition: inconclusive; tuberculosis growth: 18.7%; influenza NS1A: 8.7%; PhoP GFP inhibition: -8.7%

Results for COc1ccc(CCNC(=O)C/C(C)=N/NC(=O)c2ccc([N+](=O)[O-])cc2Cl)cc1OC ?
inhibitors of VEEV: inactive; H37Rv inhibition: -0.9%; tuberculosis growth: -4.4%; influenza NS1A: 4.3%; PhoP GFP inhibition: -18.1%

Results for O=C1C=CC(=O)N1c1ccc(OC(F)F)cc1 ?
inhibitors of VEEV: 0.1%; H37Rv inhibition: -2.2%; tuberculosis growth: -11.2%; influenza NS1A: 21.7%; PhoP GFP inhibition: 12.2%

What do the screens show for `Cc1[nH]c2ccccc2c1/C=C/C(=O)c1ccccc1`?
inhibitors of VEEV: 1.7%; H37Rv inhibition: -4.0%; tuberculosis growth: 12.4%; influenza NS1A: -11.7%; PhoP GFP inhibition: -5.0%; inhibitors of VEEV 10K pilot screen: 2.0

What do the screens show for `CCCn1c(=S)[nH]c2cc(C(=O)N3CCN(c4ccccc4OC)CC3)ccc2c1=O`?
inhibitors of VEEV: 0.1%; H37Rv inhibition: 1.3%; tuberculosis growth: 13.1%; influenza NS1A: 3.5%; PhoP GFP inhibition: -15.4%

Results for Cc1ccc(N(CC(=O)NC2CCCC2)C(=O)CNC(=O)c2cccs2)c(C)c1 ?
inhibitors of VEEV: inactive; H37Rv inhibition: -0.9%; tuberculosis growth: -9.8%; influenza NS1A: 9.8%; PhoP GFP inhibition: -3.2%

Results for O=C(CC1C(=O)N(c2ccccc2)C(=O)N1Cc1ccco1)Nc1ccccc1 (stereo unspecified) ?
inhibitors of VEEV: 6.5%; H37Rv inhibition: 4.7%; tuberculosis growth: 7.7%; influenza NS1A: 0.6%; PhoP GFP inhibition: -7.0%

Results for COc1ccc(OCCC(=O)N2CCN(C)CC2)cc1 ?
inhibitors of VEEV: 0.7%; H37Rv inhibition: -6.7%; tuberculosis growth: -1.2%; influenza NS1A: -6.2%; PhoP GFP inhibition: -4.9%

What do the screens show for `CCC(CO)NC(=O)c1cc2c(s1)CCC2` (stereo unspecified)?
inhibitors of VEEV: 3.5%; H37Rv inhibition: -7.0%; tuberculosis growth: -7.3%; influenza NS1A: 1.8%; PhoP GFP inhibition: 0.9%

Results for CC1(C)N=C(c2cccc(F)c2)C(=O)N1 ?
inhibitors of VEEV: 2.4%; influenza NS1A: -4.5%; PhoP GFP inhibition: -0.4%

Results for CCCCN(CCCC)c1nn[nH]n1 ?
inhibitors of VEEV: 2.1%; influenza NS1A: 5.3%

Results for O=C(Nc1nc2c(Br)cc(Br)cc2c(=O)s1)C1CCC1 ?
inhibitors of VEEV: 3.1%; H37Rv inhibition: 0.8%; tuberculosis growth: inconclusive; influenza NS1A: -20.8%; PhoP GFP inhibition: -4.4%

Results for Cc1c(OCC(=O)NCCN2CCOCC2)ccc2c3c(c(=O)oc12)CCC3 ?
inhibitors of VEEV: 5.1%; H37Rv inhibition: -5.2%; tuberculosis growth: -14.6%; influenza NS1A: -3.2%; PhoP GFP inhibition: 3.3%

Results for COC(=O)C1=C(C(=O)OC)C(c2cc(Br)ccc2O)c2sc(=O)[nH]c2S1 (stereo unspecified) ?
inhibitors of VEEV: 0.4%; H37Rv inhibition: -2.1%; tuberculosis growth: 76.4%; influenza NS1A: 4.2%; PhoP GFP inhibition: -2.5%

Fetched by compound from the entries so far:
Results for CCCCN(CCCC)c1nn[nH]n1 ?
inhibitors of VEEV: 2.1%; influenza NS1A: 5.3%

Results for COC(=O)C1=C(C(=O)OC)C(c2cc(Br)ccc2O)c2sc(=O)[nH]c2S1 (stereo unspecified) ?
inhibitors of VEEV: 0.4%; H37Rv inhibition: -2.1%; tuberculosis growth: 76.4%; influenza NS1A: 4.2%; PhoP GFP inhibition: -2.5%
